Screens as filed in PubChem.
ER stress surv: protection against thapsigargin ER stress killing – CSM14.1 cells, ATP luminescence, primary screen; CSM14.1 thapsigargin ER stress survival; relative survival (cellular ATP), % at 15 µg/mL (by protocol); actives 0.33% (n = 48,000); AID 1010, 2008;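 active = survival measured by cellular ATP above 50% at 15 µg/ml in the first screen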;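 note: cell death triggered by about 15 µM thapsigargin; ATP read 24 h after thapsigargin was added; plate controls were thapsigargin with DMSO for no effect and DMSO without thapsigargin for full effect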
Active calls of the source: *.

SMILES,ER stress surv
COc1ccc(Cc2cnc(NC(=O)c3ccc([N+](=O)[O-])cc3)s2)cc1,11
COc1ccc(NC(=O)/C=C2\NC(C)(C)Cc3ccccc32)cc1,2
COc1ccc(C(=O)NN/C(C)=C\C(=O)c2ccccc2)cc1,14
COc1ccc(CCNC(=O)C2CC(=O)N(c3ccc(F)cc3)C2)cc1OC (stereo not drawn),7
CC(=O)N1c2ccccc2NC2=C(C(=O)CC(c3ccccc3)C2)C1c1cccnc1 (stereo not drawn),-5
CNC(=O)CN(c1cc(OC)ccc1OC)S(C)(=O)=O,3
CCCCCCC(=O)Nc1nnc(CCC)s1,5
CCOc1ccc2c(C(F)(F)F)cc(=O)oc2c1,-5
CCCCOc1ccccc1NC(=O)c1ccc(OC)c(OC)c1,13
COc1cc(OC)c(OC)cc1/C=N/N=C(\N)c1nonc1N,3
O=C(Nc1ccc(Br)cc1)C1C2C3CCC(C3)C12 (stereo not drawn),-2
COc1ccc(C(=O)Nc2ccc(S(=O)(=O)Nc3nccnc3OC)cc2)cc1OC,0
COc1cc(/C=N/NC(=O)C(O)(c2ccccc2)c2ccccc2)c(Br)cc1OCC(=O)O,2
O=[N+]([O-])c1ccc(OCCS(=O)(=O)c2ccccc2)c(OCCS(=O)(=O)c2ccccc2)c1,0
O=C1NC(=S)N(c2cccc(Cl)c2)C(=O)/C1=C\c1ccc(N2CCCC2)cc1,2
COc1ccc(C2CC(=O)C3=C(C2)Nc2ccccc2NC3c2ccccc2C)cc1OC (stereo not drawn),11
COc1ccc(-c2cc(-c3ccc(Br)cc3)nc(N)c2C#N)cc1,1
CCOC(=O)C1=C(C)N=c2s/c(=C\c3ccc(N(C)C)o3)c(=O)n2C1c1ccc(OCC)cc1 (stereo not drawn),6
CCOC(=O)C1=C(C)N=c2s/c(=C\c3ccccc3)c(=O)n2C1c1ccc(Cl)cc1 (stereo not drawn),8
CC(=O)C1=C(Nc2ccc(Br)cc2)CC(C)(O)C(C(C)=O)C1c1ccc([N+](=O)[O-])cc1 (stereo not drawn),10
O=C(O)/C=C\C(=O)Nc1ccc(Cl)c(C(F)(F)F)c1,9
Cc1ccc2oc(-c3cc(NC(=O)COc4ccc(Cl)cc4C)ccc3O)nc2c1,5
COC(=O)C1=C(C)NC(=O)/C1=C\c1ccc(Cl)cc1Cl,3
COc1cc(C(=O)n2nc(C)c(Sc3ccc(C)cc3)c2C)cc(OC)c1OC,5
Cc1ccc(S(=O)(=O)Oc2c(C=O)[nH]c3ccccc23)cc1,-6
COc1ccc(/C=N/n2c(C)nnc2C)cc1Br,-17
COC(=O)c1ccc(/C=C2\SC(=Nc3ccc(F)cc3)NC2=O)cc1,-4
CC1=C(C(=O)OC2CCCCC2)C(c2ccncc2)C2=C(CCCC2=O)N1 (stereo not drawn),4
CC1CCN(S(=O)(=O)c2ccc(NC(=S)Nc3ccccc3)cc2)CC1,1
O=S1(=O)C=CC(Nc2cccc(C(F)(F)F)c2)C1 (stereo not drawn),-6
O=C(O)c1ccc2c(c1)C(=O)N(c1ccc(-c3nc4ccccc4s3)cc1)C2=O,4
Cc1nc(C)c(-c2csc(Nc3cccc(C(=O)O)c3)n2)s1,-10
OCCNc1cc(-c2ccccc2)nc(-c2ccc(Br)cc2)n1,-8
CCCc1noc(-c2ccc(-c3ccc(CC)cc3)cc2)n1,10
COc1ccccc1/C=C1\SC(=S)N(Cc2ccco2)C1=O,3
O=C(N=Nc1c(O)[nH]c2ccc(F)cc12)c1ccccc1O,-1

Ordered by number of heavy atoms (ascending): part of the list above.
SMILES,ER stress surv
O=C(O)/C=C\C(=O)Nc1ccc(Cl)c(C(F)(F)F)c1,9
O=C(N=Nc1c(O)[nH]c2ccc(F)cc12)c1ccccc1O,-1
OCCNc1cc(-c2ccccc2)nc(-c2ccc(Br)cc2)n1,-8
COc1ccc(-c2cc(-c3ccc(Br)cc3)nc(N)c2C#N)cc1,1

(continued)
SMILES,ER stress surv
O=S(=O)(NCc1ccccc1)c1ccc2ccccc2c1,14
Cc1ccc(-c2csc(NC(=O)c3sc4ccccc4c3Cl)n2)c(C)c1,3
O=C(Nc1cccc(O)c1)c1ccc(NC(=O)C(c2ccccc2)c2ccccc2)cc1,4
CN(Cc1ccccc1)Cc1c(O)ccc2c(-c3ccccc3)cc(=O)oc12,1
COc1cccc(-n2c(O)c(C3=c4cc(Br)ccc4=NC3=O)sc2=S)c1,8
CCOc1cc(/C=N/NC(=O)c2cccnc2)ccc1OC(=O)c1ccc([N+](=O)[O-])cc1,11
NC(=O)CSc1nc(-c2ccccc2)c(-c2ccccc2)o1,7
O=S(=O)(Nc1ccc2c(c1)OCCO2)c1ccc2ccccc2c1,0
Cc1ccc(-n2nc3cc(C)c(NC(=O)c4ccccc4[N+](=O)[O-])cc3n2)cc1,-4
NC(=O)CN(c1cccc([N+](=O)[O-])c1)S(=O)(=O)c1ccccc1,-5
S=C(Nc1ccccc1)Nc1ccc(Cc2ccc(NC(=S)Nc3ccccc3)cc2)cc1,6
C=CCc1cccc2cc(C(=O)N3CCN(C)CC3)c(=O)oc12,7
CN1CCN(CCCNc2c([N+](=O)[O-])c(=O)sc3ccccc23)CC1,6
O=C(Cc1ccccc1)Nc1nnc(COc2ccccc2)s1,10
CC(C)OP(=O)(OC(C)C)C(Nc1ccc(Br)cc1)c1ccc(O)cc1 (stereo not drawn),16
Cc1cc(C)c(NC(=O)COc2ccccc2[N+](=O)[O-])c(C)c1,6
N#C/C(=C/c1ccc(I)o1)c1ccc(F)cc1,-3
C=C(C)Cn1c(SCC(=O)OC)nc2sc3c(c2c1=O)CCC(C(C)(C)C)C3 (stereo not drawn),8
COc1ccc(N(CC(=O)N2CCOCC2)S(=O)(=O)c2ccccc2)cc1,-1
CC(C)(C)C(=O)Nc1ccc(NC(=O)C(C)(C)C)c(Cl)c1,0
CC(=O)Nc1ccccc1NC(=O)c1ccc(F)cc1,10
O=C(O)CCCCCN1C(=O)C(=O)/C(=C(\O)c2ccc(Br)cc2)C1c1ccccc1 (stereo not drawn),4
COc1ccc(N(CC(=O)Nc2ccc(Oc3ccccc3)cc2)S(C)(=O)=O)cc1,0
CC1CN(CC(O)COc2ccc3ccccc3c2)CC(C)O1 (stereo not drawn),1
CC(=O)NC1=NC(=O)/C(=C\c2cccc([N+](=O)[O-])c2)S1,-2
O=C1N=C(N2CCOCC2)S/C1=C\c1ccccc1,-8
Nc1nnc(SCC(=O)NC2CCCC2)s1,0
Cc1cc(NC(=O)c2cc3ccccc3oc2=O)ccc1NC(=O)c1ccco1,5
CCOC(=O)c1sc(NC(=O)C2CCCCC2C(=O)O)nc1C (stereo not drawn),12
Cc1cc2nc3s/c(=C/c4cn[nH]c4-c4ccccc4)c(=O)n3c2cc1C,2
COc1ccccc1C1/C(=C(\O)c2ccc([N+](=O)[O-])cc2)C(=O)C(=O)N1CCCCCC(=O)O (stereo not drawn),4
COc1cccc2cc(C(=O)Nc3ccc(S(N)(=O)=O)cc3)c(=O)oc12,14
COc1cc(/C=C2\SC(N)=NC2=O)c([N+](=O)[O-])cc1OC,15
COc1cc(OC)c(OC)cc1CN1CCN(Cc2cc(OC)c(O)c(OC)c2)CC1,-3
O=C(O)C1CCCCC1C(=O)N1CCN(c2cccc(Cl)c2)CC1 (stereo not drawn),-2
Cc1cc(-c2nnc(-c3ccc4c(c3)OCO4)o2)ccc1[N+](=O)[O-],0
O=C(COC(=O)c1ccc(C#Cc2ccccc2)cc1)c1ccc(Br)cc1,12
Oc1ccccc1Nc1nnc(-c2ccccc2)c2ccccc12,-1
CCCCNCCCCCOc1ccccc1C(C)(C)C,-7
Cc1ccc(/C(=N\S(=O)(=O)c2cccc([N+](=O)[O-])c2)Nc2ccccc2)cc1,-1
O=C(Nc1cccc(NC(=O)c2ccc(Cl)cc2Cl)c1)c1cccc([N+](=O)[O-])c1,1
O=C(Nc1ccc(Cl)cc1Cl)C1CCCO1 (stereo not drawn),-1
Cc1ccccc1OCC(=O)O/N=C(\N)c1cccnc1,4
CCOc1ccc(Cl)cc1/C=C1/SC(=S)N(CC)C1=O,3
CC(C)(C)NC(=O)c1cnn(-c2ccccc2)c1NC(=O)c1ccccc1,21
Nn1cnnc1N/N=C/c1cccc(I)c1,-18
C=CCNC(=O)C1CC(=O)N(c2ccc(Cl)cc2)C1 (stereo not drawn),3
O=C(N=c1ccccn1O)C(O)(c1ccccc1)c1ccccc1,5
COc1ccc(C2=C/C(=C/c3ccc(OC)c(OC)c3)C(=O)O2)cc1,13
CC(=O)Nc1ccccc1NC(=O)c1cccc([N+](=O)[O-])c1,6
COc1ccc(/C=C/c2cc[n+](C)cc2)cc1,-3
CCN1C(=O)/C(=C\c2cc(Cl)ccc2OCc2ccccc2)SC1=S,3
CCOC(=O)c1c(NC(=O)c2ccccc2Cl)sc2c1CCCCC2,8
O=C(O)c1nc2n(n1)C(C(F)(F)F)CC(c1cccs1)N2 (stereo not drawn),5
CCc1ccc(OCC(=O)Nc2ccc(-c3nc4ccccc4o3)c(O)c2)cc1,6
CCOc1cc(C=C2C(=O)NC(=S)NC2=O)ccc1OCCOc1ccccc1OC,13
Cc1ccc(N2C(=O)CC(Sc3ccccc3C(=O)O)C2=O)c([N+](=O)[O-])c1 (stereo not drawn),2
O=C1CN(C(=O)OCc2ccccc2)C(c2ccccc2)c2cc(Br)ccc2N1 (stereo not drawn),6
CCN(CC)CC(C)C(C)OC(=O)c1ccc(O)cc1 (stereo not drawn),4
Cc1c(NC(=O)Cn2cnc3c2c(=O)n(C)c(=O)n3C)cccc1[N+](=O)[O-],0

(further entries)
SMILES,ER stress surv
O=C1c2cccc3cc(Br)cc(c23)C(=O)N1Nc1ccccc1,18
CCCCOC(=O)Cn1c(=N)n(CCC)c2ccccc21,-8
COc1ccc(N2C(=O)NC(=O)/C(=C/c3cccc(O)c3)C2=O)cc1,12
COc1ccccc1C(=O)Nc1nc(-c2ccc(S(=O)(=O)N3CCOCC3)cc2)cs1,1
COc1ccc(S(=O)(=O)Nc2ncccn2)cc1,6
O=C1NN(c2ccccc2)C(=O)/C1=C/c1ccc(OCc2ccc(F)cc2)cc1,-3
COc1ccc2nc(NC(=O)c3ccccc3O)sc2c1,-5
COc1ccc(N(CC(N)=O)S(=O)(=O)c2ccccc2)cc1,9
CN(C)c1ccc(C2Nc3ccccc3NC3=C2C(=O)CC(c2ccccc2)C3)cc1 (stereo not drawn),-3
O=C(NCc1ccncc1)/C(=C/c1ccc(F)cc1)NC(=O)c1ccccc1,-1
Cc1cc(Cl)ccc1OCC(O)CN1CCN(c2ccccc2)CC1 (stereo not drawn),-6
CCN1C(=O)CSC1=NC(C)Cc1ccccc1 (stereo not drawn),2

Reprinted at random: 5 entries already listed.
SMILES,ER stress surv
O=C1c2cccc3cc(Br)cc(c23)C(=O)N1Nc1ccccc1,18
COc1ccc(/C=C/c2cc[n+](C)cc2)cc1,-3
Cc1cc2nc3s/c(=C/c4cn[nH]c4-c4ccccc4)c(=O)n3c2cc1C,2
O=C(Nc1ccc(Br)cc1)C1C2C3CCC(C3)C12 (stereo not drawn),-2
CC(=O)NC1=NC(=O)/C(=C\c2cccc([N+](=O)[O-])c2)S1,-2

Next results follow.
SMILES,ER stress surv
COc1ccc(N(CC(=O)Nc2cccc(C)c2)S(=O)(=O)c2ccc(C)cc2)c(OC)c1,7
C=CCn1c(SCC(=O)N(CCO)CCO)nc2sc3c(c2c1=O)CCC3,-2
O=C(O)c1cnn2c(C(F)(F)F)cc(-c3cccs3)nc12,6
Clc1ccc(-c2nnc(-c3sc4ccccc4c3Cl)o2)cc1,5
CCOc1ccccc1N(CC(=O)NCC1CCCO1)S(=O)(=O)c1ccccc1 (stereo not drawn),-1
Cc1ccc(C2=C/C(=C/c3ccc(-c4ccc([N+](=O)[O-])cc4)o3)C(=O)O2)cc1,3
COc1ccc(S(=O)(=O)N(CC(=O)Nc2ccc(Cl)cc2C)Cc2ccccc2)cc1OC,9
Cc1ccccc1OCC(=O)O/N=C(\N)c1ccc(Cl)cc1,3
CCOc1ccc(NC(=O)/C=C/c2cccc(C(F)(F)F)c2)cc1,0
CCOC(=O)C1=NN(C(=O)c2ccc(Cl)cc2)C(O)(C(C)(C)C)C1 (stereo not drawn),12
CCOc1cc(/C=C2/SC(=S)N(CC)C2=O)ccc1OC(=O)c1cccc([N+](=O)[O-])c1,3
Cc1cc2nc(-c3ccc(NC(=O)COc4ccccc4[N+](=O)[O-])cc3)oc2cc1C,-3
O=C(NCCC(c1ccccc1)c1ccccc1)Nc1cc(F)c(F)cc1Cl,6
COc1ccccc1C(=O)N1CCN(Cc2cccc(Cl)c2)CC1,-5
COc1ccc(N(CC(=O)Nc2ccc(OC)c(OC)c2)S(C)(=O)=O)c(OC)c1,3
CCOC(=O)C(O)(c1ccc(N(CC)CC)cc1)C(F)(F)F (stereo not drawn),0
COc1ccccc1C1=N/C(=C\c2ccc3c(c2)OCO3)C(=O)O1,2
COCCOC(=O)C1=C(C)NC(=O)NC1c1ccc(Br)cc1 (stereo not drawn),0
CC(=O)NC(NC(C)=O)c1ccc(F)cc1,2
CC(Oc1ccc(Cl)cc1)C(=O)NN (stereo not drawn),-10

The list is partial. The share of hits here may be higher or lower than overall.
